Compound activity from PubChem BioAssay.
NS3 helicase inh = HCV NS3 helicase inhibition; NS3 helicase DNA unwinding, Cy5 molecular beacon fluorescence; inhibition, % at 10.9 µM; 290,000 compounds, 0.56% hits;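 active means inhibition above the mean of all tested compounds plus 3 SD, set per campaign, cut at about 35% in these data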;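 further: 0% = DMSO wells and 100% = thioflavine S control wells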
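System: NS3 helicase fragment of HCV / Schedule: 1 h at 25 °C / Control set: DMSO alone as 0% and 110 µM thioflavine S as 100% / Reagent: Cy5/quencher beacon DNA duplex and ATP to start / Technique: Cy5 fluorescence / Replication: singlicate / Evaluation: % inhibition of end-to-start signal ratio versus controls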
IMP-1 inhibitor = blocks Pseudomonas aeruginosa IMP-1 metallo-beta-lactamase | purified IMP-1, nitrocefin hydrolysis, epi-absorbance fluorescence | inhibition, % at 5.6 µM | 290,000 compounds, 0.45% hits | AID 1556;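 active means inhibition above the mean plus 3 SD of all compounds in the same screening run, cut at about 4.5% in these data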;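 further: 0% = IMP-1 with DMSO and 100% = DMSO wells lacking enzyme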
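System: Purified IMP-1 | Read-out basis: Percent enzyme inhibition | Controls: IMP-1 with DMSO as 0%, enzyme-free DMSO as 100% | Replicates: One well per compound | Doses: 5.6 µM nominal single concentration | Detection: Epi-absorbance fluorescence, 480 nm excitation, 530 nm emission | Incubation: 25 °C, 15 min preincubation, 25 min reaction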
OXTR ag = human OXTR agonism. 320,000 compounds, 0.32% hits. CHO-OTR cells, Fluo-8 calcium fluorescence; normalized: DMSO 0%, oxytocin 100%. AID 2435. activation, % at 3 µM. P30559;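 active means activation above the mean of all tested compounds plus 3 SD, cutoff set per screening run, cut at about 20% in these data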;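 further: peak over basal fluorescence ratio from a 100 s FLIPR kinetic read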
GPR7 antag = human neuropeptides B/W receptor 1 antagonism. GPR7-expressing cells, fluorescence antagonist assay. inhibition, % at 4.4 µM. 290,000 compounds, 1.1% hits. AID 1861; in the data active means inhibition above about 16%, passing the limit was not always enough;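 further: cells stimulated with the agonist NPW; 0% = agonist with vehicle and 100% = vehicle without agonist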
Target sequence (P48145 whole entry, looked up): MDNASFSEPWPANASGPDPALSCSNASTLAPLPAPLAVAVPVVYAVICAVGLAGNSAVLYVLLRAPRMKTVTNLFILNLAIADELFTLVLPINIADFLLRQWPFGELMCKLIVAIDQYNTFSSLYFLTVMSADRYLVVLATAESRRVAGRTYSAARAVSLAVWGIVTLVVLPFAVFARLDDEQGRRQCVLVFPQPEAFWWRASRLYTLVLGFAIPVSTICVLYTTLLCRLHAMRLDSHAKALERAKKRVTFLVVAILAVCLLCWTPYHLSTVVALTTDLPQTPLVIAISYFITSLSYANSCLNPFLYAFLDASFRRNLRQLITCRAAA
GalR3 antag = blocks the human galanin receptor 3 | inhibition, % at 3 µM | HEK293 GalR3-CNG cAMP membrane potential fluorescence; galR3 body fused to GalR1 C-terminus | 360,000 compounds, 0.44% hits;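 active means inhibition above the screen-wide average plus 3 SD, cut at about 13% in these data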;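 further: forskolin and galanin both at EC90 stimulate the cells; cAMP rise reported by CNG channel membrane potential dye signal; 0% = forskolin plus galanin with DMSO and 100% = forskolin alone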
PHOSPHO1 block = blocks human PHOSPHO1 phosphatase activity; recombinant PHOSPHO1, absorbance phosphatase assay; inhibition, % at 13.3 µM; 290,000 compounds, 1.1% hits; in the data active means inhibition above about 60%
Target sequence (Q8TCT1 whole entry, looked up): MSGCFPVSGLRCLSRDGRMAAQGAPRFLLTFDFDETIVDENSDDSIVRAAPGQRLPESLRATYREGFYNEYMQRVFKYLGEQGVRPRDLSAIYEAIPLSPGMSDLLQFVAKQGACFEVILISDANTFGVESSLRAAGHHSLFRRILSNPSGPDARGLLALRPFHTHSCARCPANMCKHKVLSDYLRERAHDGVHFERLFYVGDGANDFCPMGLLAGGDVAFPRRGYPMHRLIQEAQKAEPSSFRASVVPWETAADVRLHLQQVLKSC
V1aR counter = V1a receptor agonism, counter-screen for OXTR agonists | CHO-V1R cells, Fluo-8 calcium fluorescence, agonist mode; 0% DMSO, 100% 3 nM vasopressin | P37288 | 320,000 compounds, 0.25% hits | AID 2797 | activation, % at 3 µM;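 active means activation above the mean activation of all tested compounds plus 3 SD, per screening run, cut at about 20% in these data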;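 further: signal is peak over basal fluorescence ratio across a 100 second FLIPR read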
Target sequence (P37288 whole entry, looked up): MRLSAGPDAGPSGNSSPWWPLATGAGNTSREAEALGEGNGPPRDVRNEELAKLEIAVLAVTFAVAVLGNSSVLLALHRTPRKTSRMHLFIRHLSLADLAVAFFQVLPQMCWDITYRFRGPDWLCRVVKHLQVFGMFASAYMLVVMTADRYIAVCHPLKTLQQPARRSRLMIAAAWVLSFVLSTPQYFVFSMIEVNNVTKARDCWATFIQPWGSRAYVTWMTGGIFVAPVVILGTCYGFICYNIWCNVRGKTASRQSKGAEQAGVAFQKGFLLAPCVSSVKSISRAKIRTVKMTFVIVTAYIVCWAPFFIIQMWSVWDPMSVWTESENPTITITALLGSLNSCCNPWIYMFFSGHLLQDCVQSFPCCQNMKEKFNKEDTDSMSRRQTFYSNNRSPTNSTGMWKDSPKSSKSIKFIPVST
FID counter = fluorescent intercalator displacement, NS3 helicase counter-screen. DNA fluorescent intercalator displacement, fluorescence. inhibition, % at 7.9 µM. 290,000 compounds, 0.17% hits; in the data active means inhibition above about 37%;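 further: 0% = vehicle and 100% = reference compound; higher means more ethidium bromide displaced from hairpin DNA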
VIM-2 inhibitor = blocks Pseudomonas aeruginosa VIM-2 metallo-beta-lactamase; AID 1527; purified VIM-2, nitrocefin hydrolysis, epi-absorbance fluorescence; inhibition, % at 5.6 µM; 290,000 compounds, 0.89% hits;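 active means inhibition above the mean of all tested compounds plus 3 SD, cutoff set per screening run, cut at about 7.5% in these data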;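 further: red hydrolysis product quenches plate fluorescence so inhibitors raise well fluorescence; 0% = enzyme with DMSO and 100% = DMSO without enzyme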
Numbers without * were called inactive; x = not tested or not shown.

No.	mol	NS3 helicase inh	IMP-1 inhibitor	OXTR ag	GPR7 antag	GalR3 antag	PHOSPHO1 block	V1aR counter	FID counter	VIM-2 inhibitor
1	O=c1[nH]nc(N/N=C/c2ccccc2OC(F)F)c(=O)[nH]1	-2	-2.8	0.6	-9	8	8	0.1	-2	-1.2
2	Cc1ccc(-n2ncc3c(=O)n(CC(=O)N(C)C)cnc32)cc1C	-2	-3.3	0.5	-9	-3	14	-0.3	-4	-0.8
3	CN(C(=O)CCN1C(=O)c2ccccc2C1=O)c1ccccc1	1	-0.9	0.6	-12	-9	x	1.6	-6	-1.6
4	COc1ccc(-c2nnc3ccc(SCC(N)=O)nn23)cc1OC	6	-0.6	-0.2	-4	-2	-4	1.6	-2	1.7
5	CCOC(=O)c1cc(C#N)c(SCC(=O)O)[nH]c1=O	13	-1.3	0.5	-14	-4	-77	1.7	-4	-3.4
6	CC(C)CCNC(=O)NC(=O)CSc1nnc(-c2ccccc2Br)o1	2	-2.3	-1.0	-9	-7	10	0.6	-27	-1.5
7	O=C(Nc1ccc(Nc2ccccc2)cc1)c1ccco1	-8	-2.6	3.5	-9	-7	28	4.2	-3	-1.9
8	COc1ccc(-c2noc(=O)n2Cc2ccccc2Cl)cc1	-13	-3.0	-1.2	-13	-6	x	-0.1	-17	-0.6
9	CCCCC(=O)Nc1ccc(NC(=O)c2cnccn2)cn1	6	-3.7	-0.1	-9	-10	-3	-0.1	-13	-3.1
10	Cn1c(CN2CCN(C(=O)c3ccccc3)CC2)nc2cc([N+](=O)[O-])ccc21	4	-1.5	-1.1	1	-2	-10	1.2	-19	-5.3
11	N#Cc1c(/N=C\c2ccc(O)c([N+](=O)[O-])c2)sc2c1CCCC2	5	-3.2	-0.8	-6	-1	36	-0.5	-5	-3.7
12	CNc1nc(-c2ccccc2)[n+](-c2ccc(C)cc2)s1	-3	-2.2	1.5	-4	-10	90*	2.1	4	2.2
13	COc1ccc(-c2nc(CCl)cs2)cc1	-6	-0.9	-0.8	-1	3	-24	-0.9	-3	-1.9
14	CN(C)C=NC(=O)c1cc(C(=O)c2ccc(Cl)cc2)c[nH]1	-8	-3.0	-0.8	1	0	47	0.6	3	-1.6
15	CCn1cc(/C=N/O)c(C)n1	8	-0.4	0.8	-15	-1	-21	1.4	-3	0.6
16	O=C(Nc1ccncc1)Nc1cccc(F)c1	0	-2.8	x	-11	-2	21	x	0	-1.9
17	Cc1cccc(N2CC(C(=O)Nc3nnc(SCC(=O)Nc4nccs4)s3)CC2=O)c1 (stereo unspecified)	3	-2.8	-0.8	-8	-7	4	0.9	-5	-3.1
18	CCOc1c(C(=O)CC)cc2c(C)cc(=O)oc2c1C	5	-4.1	-3.0	-8	-4	-14	-0.9	-11	-5.5
19	S=C(NCCc1ccccn1)Nc1ccc(Cl)cc1	-8	-4.5	-0.8	-8	-6	-7	0.1	-1	-3.8
20	CCc1nc(NC(=O)Cc2csc(C)n2)sc1C(=O)OC	-9	-2.5	-0.4	-1	-5	14	-0.8	-15	-1.8
21	CCN(CC)CCN(C(=O)c1ccc([N+](=O)[O-])cc1)c1nc2c(OC)cccc2s1	-32	-3.9	0.3	-6	-7	14	0.8	6	-3.0
22	CN(C)c1ccc(N=Nc2ccccc2C(=O)OCC(=O)N(C)C2CCCCC2)cc1	-12	-7.8	0.9	25*	-3	-33	1.3	-21	-0.7
23	Cc1nc(SCC(=O)CC(=O)OC(C)C)c(C#N)c(C)c1C	0	-1.2	0.3	8	0	17	-0.4	-7	1.0
24	CC1CCC(NCC(=O)Nc2cccc(S(N)(=O)=O)c2)CC1 (stereo unspecified)	5	-2.8	0.6	-11	-5	40	-0.6	5	-2.5
25	CS(=O)(=O)NCCNC(=O)c1cc(OCC(F)(F)F)ccc1OCC(F)(F)F	11	-4.2	-0.9	-17	-5	20	-0.1	6	-0.4
26	Cc1ccc2[nH]c3c(=O)n(CCCN4CCN(C)CC4)cnc3c2c1	3	-3.2	0.6	-12	-4	-4	0.1	7	3.4
27	Cc1nc(NC(=O)c2ccco2)sc1-c1csc(Nc2ccc(Cl)cc2)n1	-1	-1.0	-1.1	-18	-4	7	-0.9	2	-2.4
28	COc1ccccc1/C=C/C(=O)NCC(=O)N/N=C/c1ccc(C)o1	-5	-4.7	0.6	-5	-7	6	1.8	-14	-1.6
29	O=C(c1ccccc1F)N1CCN(c2cnn(-c3cccc(Cl)c3)c(=O)c2Cl)CC1	6	-2.8	0.2	-9	1	48	3.2	-2	-3.9
30	CCn1ncc(/C=N\NC(=O)c2csc3ccccc23)c1C	-7	-2.0	-1.3	6	-3	4	0.9	-6	-3.8

Three of the entries above in order of their number in VIM-2 inhibitor, lowest first.
| # | Molecule | VIM-2 inhibitor |
| --- | --- | --- |
| 5 | CCOC(=O)c1cc(C#N)c(SCC(=O)O)[nH]c1=O | -3.4 |
| 21 | CCN(CC)CCN(C(=O)c1ccc([N+](=O)[O-])cc1)c1nc2c(OC)cccc2s1 | -3.0 |
| 20 | CCc1nc(NC(=O)Cc2csc(C)n2)sc1C(=O)OC | -1.8 |

Given with two lines to a compound: 4 of the compounds above
Each structure is followed by: NS3 helicase inh, IMP-1 inhibitor, OXTR ag, GPR7 antag, GalR3 antag, PHOSPHO1 block, V1aR counter, FID counter, VIM-2 inhibitor
#18 CCOc1c(C(=O)CC)cc2c(C)cc(=O)oc2c1C
  5, -4.1, -3.0, -8, -4, -14, -0.9, -11, -5.5
#21 CCN(CC)CCN(C(=O)c1ccc([N+](=O)[O-])cc1)c1nc2c(OC)cccc2s1
  -32, -3.9, 0.3, -6, -7, 14, 0.8, 6, -3.0
#28 COc1ccccc1/C=C/C(=O)NCC(=O)N/N=C/c1ccc(C)o1
  -5, -4.7, 0.6, -5, -7, 6, 1.8, -14, -1.6
#26 Cc1ccc2[nH]c3c(=O)n(CCCN4CCN(C)CC4)cnc3c2c1
  3, -3.2, 0.6, -12, -4, -4, 0.1, 7, 3.4

The results go on:
No.	mol	NS3 helicase inh	IMP-1 inhibitor	OXTR ag	GPR7 antag	GalR3 antag	PHOSPHO1 block	V1aR counter	FID counter	VIM-2 inhibitor
31	CN(/N=C/c1ccc([N+](=O)[O-])o1)c1ccccc1	3	-7.2	-2.2	2	-5	16	-1.2	17	-4.9
32	Cc1ccc(-n2nc3c(N4CCC(C(=O)NCCc5ccccc5C)CC4)nnc(C)c3c2C)cc1	-93	-2.7	-3.2	0	x	34	-1.3	37*	-0.6
33	O=S(=O)(Nc1ccc(Cc2ccncc2)cc1)c1cccs1	5	-3.6	7.9	13	0	-1	5.6	-14	-4.7
34	CCOC(=O)c1sc2nc(CC(=O)OC)nc(NCc3ccc(F)cc3)c2c1C	0	-0.4	-1.4	5	-6	3	-0.3	-2	-2.7
35	CC(C)c1nnc(NC(=O)Cc2ccccc2[N+](=O)[O-])s1	6	-0.8	-1.0	-2	-4	-16	3.5	-6	0.2
36	O=C(Cc1ccc(Br)cc1)Nc1ccc2[nH]ncc2c1	4	0.6	1.2	10	-8	30	1.4	4	-0.3
37	O=C(NNS(=O)(=O)c1ccc(F)cc1)c1cccc(O)c1	-10	-1.3	0.4	-3	-9	34	0.0	-6	0.4
38	CCCCCn1c(=O)c(F)cn(Cc2ccc(OC)c([N+](=O)[O-])c2)c1=O	-6	-2.2	5.2	5	-2	10	4.9	2	-0.3
39	CN(CC1CCN(CCc2cccc(C(F)(F)F)c2)CC1)C(=O)c1ccc(F)cc1F	-42	-3.0	-0.3	-5	-5	x	1.0	5	-2.9
40	Cc1cc(C(=O)N(C)C)sc1-c1ccccc1	-9	-1.5	-2.0	7	-5	-48	-0.5	-9	-1.5
41	Cc1nc2ccc(NC(=O)Cc3ccc(Br)cc3)cc2s1	-7	-3.3	2.6	-5	-6	35	7.2	-7	-3.0
42	COc1ccc2[nH]c(C(=O)N3CCNCC3)cc2c1OC	-4	2.3	x	19	-9	-3	x	-9	-0.2
43	CC(=O)Oc1ccc(C(=O)[C@H]2[C@H]3C(=O)N(c4ccc(C)cc4)C(=O)[C@H]3[C@@H]3C=CC=NN32)cc1	34	-2.9	-0.2	-11	4	5	1.9	-12	-3.7
44	c1ccc(CSCCc2ccncc2)cc1	-2	-2.7	1.6	0	-4	8	1.5	-6	-2.3
45	O=C(c1ccc(F)cc1F)N1CCCC(c2nc(-c3ccc(F)cc3)no2)C1 (stereo unspecified)	-7	-5.0	7.9	-5	-6	-3	4.7	-37	-0.3
46	O=C(c1ccccc1-n1cccc1)N1N=C(C(F)F)CC1(O)C(F)F (stereo unspecified)	-3	-2.4	-1.1	-12	3	-3	-0.5	-2	-4.8
47	CCc1nnc(NS(=O)(=O)c2ccc(NC(=O)c3cccc(Cl)c3)cc2)s1	21	-4.8	-0.3	-11	6	32	0.1	-25	-1.3
48	COC(=O)c1ccc(NC(=O)Nc2ccc(F)cc2)cc1	-6	-2.7	14	8	-3	-8	12	-4	-2.4
49	Cc1ccc(C2C3=C(CC(C)(C)CC3=O)N=C3c4ccccc4C(=O)C32)cc1 (stereo unspecified)	-2	-1.3	0.9	-9	15*	-9	3.9	-6	-0.3
50	COC(=O)C/C=C/[C@@H](C)[C@@H](/C=N/OC[C@H]1O[C@H](c2ccccc2)C=C[C@@H]1Oc1ccc(OC)cc1)OC	-8	-1.9	-1.4	-1	x	1	-0.6	-41	0.7
51	CCOc1ccc(NC(=O)CN2C(=O)C3CCCN3C2=O)cc1 (stereo unspecified)	-8	-1.5	-0.5	-6	-1	-10	0.1	-1	-0.3
52	COc1ccc(NC(=O)NNC(=O)c2ccc(Cl)cc2Cl)cc1OC	-3	-4.1	1.3	-7	-5	4	0.2	1	-4.8
53	COc1ccc(NS(=O)(=O)c2cc(NC(=O)C3CC3)ccc2N2CCOCC2)cc1	-10	-1.9	1.0	1	-2	42	0.4	-10	-5.0
54	Cc1ccc2c(Cl)cc(Cl)c(OCC(=O)Nc3cccc(S(=O)(=O)N(C)C)c3)c2n1	-2	-1.6	-1.9	-7	-4	-8	-0.4	-12	-0.2
55	CC(=O)Nc1ccc(S(=O)(=O)N(C2=NCC(C)S2)c2ccccc2)cc1 (stereo unspecified)	-9	-3.1	3.0	-7	x	6	2.5	-7	-2.6
56	Fc1cccc(Cl)c1CNc1ccc(N2CCCC2)cc1	2	-2.3	0.1	-18	-3	37	0.2	1	-2.2
57	O=[N+]([O-])c1cccc(CSC2=NCCN2S(=O)(=O)c2ccccc2)c1	-10	0.3	0.8	8	-1	38	0.9	-2	-0.2
58	CSc1ncccc1C(=O)NC1CCN(Cc2ccccc2)CC1	4	-1.4	0.0	-14	-3	43	2.1	7	-2.4
59	O=C(CSc1ccc(-c2ccc(Br)cc2)nn1)N1CCOCC1	2	-4.5	-0.5	-2	-3	-18	-0.1	-17	-4.5
60	COc1cc2c(cc1O)C(SC)=NC(C)(C)C2	5	-1.1	-0.8	25	-4	0	0.0	-16	-1.5
61	CC1(c2ccc(OC(F)F)cc2)NC(=O)N(CC(=O)Nc2ccc(OC(F)F)cc2)C1=O (stereo unspecified)	-25	-2.0	40*	86*	-5	45	28*	-2	-1.0
